Screening results from PubChem BioAssay.
TrxR1 substrate: is turned over as a substrate by rat TrxR1; O89049; purified TrxR1 substrate turnover, NADPH consumption readout; Potency, µM (series often up to 114 µM), for inactives: at the top dose activity change, negative = substrate turnover; actives 0.01% (n = 390,000); also: % is scaled to controls: 0 for no effect and ±100 for the full control effect; nearly all actives have a fitted effect of over 50% in size
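Rat TrxR1, dispensed at 90 nM, was prereduced with 400 uM NADPH (final) for 5 min at ~22 deg C, then incubated with compound 15 min before 400 uM selenite. A first-read NADPH fluorescence drop versus no-compound background flagged substrates.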
Vif-A3F inh: Vif-A3F binding inhibition. actives 0.2% (n = 390,000). AID 602313. HeLa A3F-eYFP + Vif (tagged APOBEC3F with the HIV-1 protein that degrades it), YFP fluorescence increase. Potency, µM (highest dose often 46.1 µM), for the others: at the highest dose activity, negative = active; also: % of control where 0% means no effect; nearly all actives have a fitted effect of over 65% in size
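Fluorescence increase (Ex 488/Em 500-530) after overnight compound treatment at 37 deg C flags inhibition of Vif-driven A3F-eYFP loss in stable HeLa A3F-eYFP/Vif cells seeded overnight beforehand.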
mIDH1 inhibitor: blocks human mutant IDH1 R132H enzyme; O75874; AID 602179; Potency, µM (top dose mostly 76.6 µM), inactives show top-dose activity change, negative = inhibition, usual class: inhibitors; actives 0.093% (n = 390,000); IDH1-R132H enzyme, NADPH consumption, diaphorase/resazurin fluorescence; also: % is scaled to controls: 0 for no effect and ±100 for the full control effect; nearly all actives have a fitted effect of over 65% in size
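IDH1-R132H (0.5 ug/mL dispensed) in pH 7.5 Tris buffer was preincubated 30 min with compound, then given a substrate mix of 0.016 mM NADPH and 2 mM alpha-KG for 80 min at room temperature; remaining NADPH was read by diaphorase/resazurin fluorescence.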
RGS4 inhibitor: inhibitors of human regulator of G protein signaling 4; P49798; Transcreener GDP fluorescence polarization, RGS4-accelerated GTP hydrolysis; Potency, µM (highest dose often 114 µM), without a hit: at the top dose activity change, negative = inhibition, hits mostly inhibitors; actives 0.039% (n = 390,000); AID 504845; also: % is scaled to controls: 0 for no effect and ±100 for the full control effect; nearly all actives have a fitted effect of over 75% in size; some results filed as inactive show a strong effect at the top dose
Target sequence (P49798 whole entry, looked up): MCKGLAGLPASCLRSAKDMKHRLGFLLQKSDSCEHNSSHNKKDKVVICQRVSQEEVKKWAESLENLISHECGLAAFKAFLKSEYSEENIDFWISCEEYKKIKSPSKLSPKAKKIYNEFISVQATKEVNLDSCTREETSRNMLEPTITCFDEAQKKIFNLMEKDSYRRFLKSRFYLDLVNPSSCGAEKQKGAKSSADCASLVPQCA
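MLSMR compounds (23 nl, pin-transferred) preincubated 10 min at room temperature with a 500nM (2x) first reagent, then RGS4 at 900nM (2x) plus Transcreener GDP mix added; fluorescence polarization (620/688 nm) read before and after 90 min at 30 °C.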
ALOX12 inh: blocks human arachidonate 12S-lipoxygenase | P18054 | purified 12hLO, xylenol orange hydroperoxide absorbance | Potency, µM (titrated, usually from 108 µM), for the others: top-dose activity change, negative = inhibition, hits mostly inhibitors | actives 1.1% (n = 580,000); also: % is scaled to controls: 0 for no effect and ±100 for the full control effect
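Purified human 12hLO at 150 nM in 25 mM Hepes, 0.01% Triton X-100, pH 7.0, preincubated 15 min at room temperature with compound. Reaction started with 40 uM arachidonic acid, 30 min at room temperature. Hydroperoxide measured by Fe-xylenol orange, 573/405 nm absorbance ratio.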
USP1-UAF1 inh: USP1/UAF1 (human) deubiquitinase inhibition. O94782. recombinant USP1/UAF1, Ub-Rhodamine cleavage fluorescence. Potency, µM (titrated, usually from 57.1 µM), without a hit: top-dose activity change, negative = inhibition, hits mostly inhibitors. actives 0.23% (n = 390,000). AID 743255; also: % is scaled to controls: 0 for no effect and ±100 for the full control effect; nearly all actives have a fitted effect of over 60% in size; inactives centre near -12
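Step one: compound is pinned into 1nM USP1/UAF1 in HEPES pH 7.8 buffer with TCEP. Step two: 15 min room-temperature incubation. Step three: Ub-Rho (150nM final) starts cleavage, tracked by fluorescence over six one-minute reads.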
rTrxR1 inhibitor: rat TrxR1 inhibition. recombinant rTrxR1, NADPH fluorescence consumption, selenite substrate. AID 588453. actives 1% (n = 390,000). Potency, µM (doses to about 114 µM), for the others: at the top dose activity change, negative = inhibition, hits mostly inhibitors. O89049; also: % is scaled to controls: 0 for no effect and ±100 for the full control effect; nearly all actives have a fitted effect of over 65% in size
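Rat TrxR1 (90 nM in the dispensed reagent) was pre-reduced with 400 uM NADPH for 5 min at room temperature, then incubated with compound for 15 min. After 400 uM selenite was added, NADPH fluorescence (Ex 340/Em 450 nm) was followed for 8 min.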
RXFP1 ag: RXFP1 (human) receptor agonism | actives 0.3% (n = 370,000) | HEK293T-RXFP1 cAMP TR-FRET, 30 min; response scale: percent of porcine relaxin response, buffer zero | Potency, µM (series often up to 57.5 µM), for inactives: at the top dose activation, most hits filed as activators | AID 2676; also: % is scaled to controls: 0 for no effect and ±100 for the full control effect; nearly all actives have a fitted effect of over 60% in size; many of its hits are not listed in these tables
Target sequence (Q9HBX9 whole entry, looked up): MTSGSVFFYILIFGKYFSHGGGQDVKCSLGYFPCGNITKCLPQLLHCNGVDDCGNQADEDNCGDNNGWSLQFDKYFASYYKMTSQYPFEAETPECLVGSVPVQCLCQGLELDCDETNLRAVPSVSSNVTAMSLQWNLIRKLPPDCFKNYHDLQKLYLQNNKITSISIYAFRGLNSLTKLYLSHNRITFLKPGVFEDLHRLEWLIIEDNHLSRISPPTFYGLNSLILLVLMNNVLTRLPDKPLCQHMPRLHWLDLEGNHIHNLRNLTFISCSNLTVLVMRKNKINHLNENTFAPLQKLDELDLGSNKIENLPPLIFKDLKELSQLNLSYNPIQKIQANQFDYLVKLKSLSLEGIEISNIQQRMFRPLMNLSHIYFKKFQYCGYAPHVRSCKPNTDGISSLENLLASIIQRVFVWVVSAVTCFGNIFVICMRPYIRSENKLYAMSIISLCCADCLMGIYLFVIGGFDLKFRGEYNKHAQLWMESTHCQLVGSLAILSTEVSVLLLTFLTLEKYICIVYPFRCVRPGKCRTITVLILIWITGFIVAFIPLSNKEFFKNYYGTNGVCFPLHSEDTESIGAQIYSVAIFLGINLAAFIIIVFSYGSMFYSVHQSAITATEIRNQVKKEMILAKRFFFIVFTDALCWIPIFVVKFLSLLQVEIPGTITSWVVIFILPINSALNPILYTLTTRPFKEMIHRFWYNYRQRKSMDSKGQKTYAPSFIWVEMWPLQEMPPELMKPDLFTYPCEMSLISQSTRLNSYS
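HEK293 cells stably expressing RXFP1, treated 30 min at 37C with compounds plus PDE4 inhibitor Ro 20174; cAMP measured by HTRF TR-FRET. Normalized to buffer and 29 nM porcine relaxin; EC50 by Hill fit.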
Vif-APOBEC3G blk: Vif-A3G binding inhibition; Q9HC16; HeLa A3G-eYFP + Vif (tagged APOBEC3G with the HIV-1 protein that degrades it), YFP fluorescence, overnight; Potency, µM (top dose mostly 46.1 µM), inactives show at the top dose activity, negative = active, most hits filed as inhibitors; actives 0.076% (n = 410,000); AID 602310;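 also: % is scaled to controls: 0 for no effect and ±100 for the full control effect; nearly all actives have a fitted effect of over 60% in size; hits raise eYFP signal because A3G escapes Vif-driven loss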
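Read-out is eYFP fluorescence (Ex 488/Em 500-530) from Vif-expressing HeLa A3G-eYFP cells; more signal means A3G escaped Vif-mediated degradation. Cells plated overnight, compound pinned in, incubated overnight at 37 deg C.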
Numbers without * were called inactive; ? = inconclusive; & = joins results of further samples; [ ] = another dose, or the depositor's remark. Calls follow the shape of the dose curve; as a rule, active = well fitted curve in the direction sought with a large enough effect; inconclusive = small, poorly fitted or top-dose-only effect, or another doubt; inactive = no such curve, though single readings can be large; an effect the other way counts as inactive or inconclusive. Potency is read from the fitted curve at half-maximal effect. This is a subset, so the mix of outcomes need not match the whole.

SMILES	TrxR1 substrate	Vif-A3F inh	mIDH1 inhibitor	RGS4 inhibitor	ALOX12 inh	USP1-UAF1 inh	rTrxR1 inhibitor	RXFP1 ag	Vif-APOBEC3G blk
Cc1ccc(C(=O)COc2ccc3c(C)cc(=O)oc3c2)cc1	-5.0%	-3.5%	-5.6%	-2.5%	0.0%	-33.7%	-21.7%	0.3%	-5.5%
COc1ccc(C(=O)Cn2c(NCCO)nc3ccccc32)cc1	-15.9%	12.8%	-3.3%	4.8%	-9.4%	-8.7%	-11.6%	0.2%	1.1%
O=C(NCC(O)c1ccccc1)c1cccc(S(=O)(=O)N2CCOCC2)c1 (stereo not given)	8.5%[57.1 µM]	-6.4%	-3.5%	-14.7%	11.6%	-3.9%	6.4%[57.1 µM]	-0.4%	-0.7%
O=C(CCS(=O)(=O)Cc1ccccc1)N1CCN(c2ccc([N+](=O)[O-])cc2)CC1	-12.3%	22.7%	-6.8%	3.8%	-27.3%	-16.0%	-15.6%	2.0%	-4.9%
COc1ccc(-n2c(Cc3ccccc3)nnc2SCc2nc(-c3cccs3)no2)cc1	-5.2%	-0.6%	12.5%	2.2%	-25.8%	-26.9%	20.6%	0.2%	-5.7%
O=C(Cn1cncn1)N/N=C/c1ccccc1O	3.5%	4.1%	-1.5%	8.5%	7.1%	-7.8%	-4.2%	-0.1%	-1.1%
COC(=O)c1ccc(-n2c(C)nc(=O)c(-c3ccccc3)c2C)cc1	4.6%	-0.1%	0.3%	-14.2%	1.0%	10.3%	18.3%	-3.7%	2.7%
CC(C)c1c(O)cc(-c2ccncc2)n(-c2ccc(Cl)cc2)c1=O	-6.2%	-2.0%	-1.5%	-16.3%	-3.1%	-4.9%	0.5%	-2.5%	0.4%
CCOC(=O)CCSc1nc(C)cc(C(F)(F)F)c1C#N	2.8%[57.1 µM]	?	3.7%	-15.0%	1.1%	?	20.2%	4.3%	?
CCc1cccc2sc(N(CCCN3CCOCC3)C(=O)CS(=O)(=O)c3ccccc3)nc12	-8.9%	5.8%	2.2%	2.1%	-11.0%	?	-5.6%	0.2%	-3.7%
O=C(Nc1ccc(Oc2ccccc2)cc1)N[C@@H](Cc1ccccc1)C(=O)O	-4.9%[57.1 µM]	-9.1%	-2.4%	15.5%	-25.5%	-27.5%	24.1%	1.7%	0.9%
O=C(O)CCc1ccc(-c2cccs2)n1NC(=O)c1ccc(Cl)cc1	-1.2%	0.3%	-4.6%	-25.5%	?	-6.4%	-21.2%	1.5%	-5.2%
O=C(NC1CCCC1)C(c1ccncc1)N(Cc1cccs1)C(=O)c1csnn1 (stereo not given)	-4.3%	-1.1%	1.5%	-41.1%	0.0%	-21.1%	?	-0.9%	-1.8%
Cc1cccc(-n2c(=O)c3c4c(sc3n3cnnc23)CCCC4)c1	3.0%	8.6%	-0.8%	1.5%	50.6%&-8.1%[activator]	-17.6%	22.9%	4.5%	3.1%
COc1ccccc1N1CCN(C(c2cc3ccc(C)cc3[nH]c2=O)c2nnnn2C2CCCC2)CC1 (stereo not given)	-12.1%	-8.1%	3.3%	19.9%	0.0%	-14.4%	?	1.4%	0.1%
O=C(NCc1ccc2c(c1)OCO2)C1COc2ccccc2O1 (stereo not given)	5.5%[57.1 µM]	-3.9%	-1.3%	7.5%	0.0%	-0.3%	10.3%[57.1 µM]	-3.0%	1.0%
COc1cccc(CNC(=O)C(=O)NCC(c2ccco2)N2CCOCC2)c1 (stereo not given)	5.3%	-1.7%	5.9%	-20.2%	7.6%	-11.8%	4.1%	-0.5%	1.0%
O=C(Nc1nnc(-c2ccncc2)o1)c1ccc(Br)s1	-2.9%[57.1 µM]	10.3%	6.9%	-13.1%	-9.8%	-4.5%	-5.2%[57.1 µM]	-1.1%	0.4%
Cc1ccc(-n2nc3c(c2NC(=O)C(C)C)CS(=O)(=O)C3)c(C)c1	-1.6%	-5.2%	6.8%	-0.5%	-2.7%	-22.5%	7.3%	7.8%	2.8%
O=C1N(Nc2ccccc2)C(c2ccc(Br)cc2)C12CCCC2 (stereo not given)	-1.7%	-6.4%	-2.0%	-0.7%	-19.8%	-5.5%	-4.1%	-0.4%	0.2%
COc1cc(/C=N/NC(=O)C(=O)N2CCCC2)ccc1O	-15.3%	0.4%	-2.1%	-24.1%	13.4%	6.4%	-7.7%	-1.6%	7.4%
CC(NC(=O)c1ccco1)C(=O)OCC(=O)N1CCCCCC1 (stereo not given)	-2.3%	-1.6%	-13.1%	-26.3%	-2.8%	-9.5%	2.4%	-1.1%	1.3%
Cc1ccc(C)c(N2CCN(C(=O)CSCc3ccccc3Cl)CC2)c1	-5.3%[57.1 µM]	-1.3%	2.7%	10.8%	?	-19.8%	16.1%[57.1 µM]	-2.1%	10.0%
COc1ccc(-c2nc(CSCC(=O)NCCc3ccccc3)c(C)o2)cc1	6.9%	4.7%	23.4%	-9.6%	-14.5%	-25.0%	-8.8%	0.1%	4.9%
CCC1=NC(c2ccccc2)N(O)C1(C)C (stereo not given)	-7.6%	1.1%	2.4%	5.5%	135.3%[activator]	-6.3%	-8.6%	-1.6%	0.1%

Arranged by SMILES length (ascending): some entries from above.
SMILES	TrxR1 substrate	Vif-A3F inh	mIDH1 inhibitor	RGS4 inhibitor	ALOX12 inh	USP1-UAF1 inh	rTrxR1 inhibitor	RXFP1 ag	Vif-APOBEC3G blk
O=C(Cn1cncn1)N/N=C/c1ccccc1O	3.5%	4.1%	-1.5%	8.5%	7.1%	-7.8%	-4.2%	-0.1%	-1.1%
O=C(Nc1nnc(-c2ccncc2)o1)c1ccc(Br)s1	-2.9%[57.1 µM]	10.3%	6.9%	-13.1%	-9.8%	-4.5%	-5.2%[57.1 µM]	-1.1%	0.4%
COc1cc(/C=N/NC(=O)C(=O)N2CCCC2)ccc1O	-15.3%	0.4%	-2.1%	-24.1%	13.4%	6.4%	-7.7%	-1.6%	7.4%
COc1ccc(C(=O)Cn2c(NCCO)nc3ccccc32)cc1	-15.9%	12.8%	-3.3%	4.8%	-9.4%	-8.7%	-11.6%	0.2%	1.1%

Back to the main list, repeating the two entries before the break.
SMILES	TrxR1 substrate	Vif-A3F inh	mIDH1 inhibitor	RGS4 inhibitor	ALOX12 inh	USP1-UAF1 inh	rTrxR1 inhibitor	RXFP1 ag	Vif-APOBEC3G blk
COc1ccc(-c2nc(CSCC(=O)NCCc3ccccc3)c(C)o2)cc1	6.9%	4.7%	23.4%	-9.6%	-14.5%	-25.0%	-8.8%	0.1%	4.9%
CCC1=NC(c2ccccc2)N(O)C1(C)C (stereo not given)	-7.6%	1.1%	2.4%	5.5%	135.3%[activator]	-6.3%	-8.6%	-1.6%	0.1%
c1ccc(C2=Nc3ccccc3NC(c3ccccc3)C2)cc1 (stereo not given)	3.4%	-14.8%	1.5%	-6.7%	3.1%	?	-8.0%	-0.2%	0.7%
COc1ccc(/C=N/NC(=O)c2cc(=O)[nH]c3ccccc23)cc1OC	-4.5%	9.7%	-3.4%	16.4%	0.9%	-7.8%	3.7%	3.3%	1.0%
O=C(CCNS(=O)(=O)c1cccc2nonc12)NC1CCCCCC1	-3.1%	7.5%	-0.4%	?	-0.6%	-17.6%	12.2%[57.1 µM]	3.4%	0.3%
COc1ccc(S(=O)(=O)Nc2ccc3c(c2)n(C)c(=O)n3C)cc1	-5.1%	9.5%	4.2%	-9.6%	-2.6%	-22.3%	4.7%	1.1%	3.1%
CSc1ccccc1NC(=O)CN(C)C(=O)c1cccc(S(=O)(=O)N(C)C)c1	-1.3%[57.1 µM]	19.5%	0.7%	-12.8%	0.6%	-27.1%	9.4%[57.1 µM]	0.3%	-2.0%
Cc1ccccc1NC(=O)CN1C(=O)NC2(CCCCC2)C1=O	8.0%[57.1 µM]	-4.2%	0.0%	-1.2%	0.0%	-2.2%	3.8%[57.1 µM]	0.2%	-0.2%
COc1ccc(C(=O)C2CCCN(Cc3cccn3-c3ccccn3)C2)cc1F (stereo not given)	-3.9%	-6.9%	-0.7%	-24.8%	0.0%	-20.7%	3.3%	20.0%	2.7%
CCCCc1ccc(S(=O)(=O)N2CCC3(CC2)OCCO3)cc1	-7.3%	-4.0%	8.4%	-19.6%	-6.4%	-6.6%	3.3%	0.0%	-4.2%
O=C(COc1ccccc1)Nn1cnc2ccccc21	1.4%	-8.9%	-0.1%	-9.4%	?	-8.7%	6.4%	-1.5%	-0.2%
COc1ccc(NC(=O)c2c(C)noc2C(C)C)cc1S(=O)(=O)N1CCCCC1	1.0%	6.8%	0.3%	-41.9%	-25.7%	-4.8%	0.7%	-0.2%	-0.7%
O=C(NC(=S)Nc1cccc2cc(O)ccc12)c1ccccc1Br	-3.8%	3.6%	8.8%	?	?	-20.0%	50.1µM*	5.3%	-5.2%
COc1ccc(N2CCN(C(=O)COC(=O)c3c(-c4ccccc4)noc3C)CC2)cc1	0.8%	2.3%	11.9%	-14.8%	381.0%[activator]	-20.7%	14.6%	1.0%	0.5%
O=C(/C=C/c1cccc([N+](=O)[O-])c1)NCCSCc1ccc(Cl)cc1	8.9%[57.1 µM]	1.1%	5.9%	-7.4%	?	-18.8%	14.8%[11.4 µM]	0.7%	5.7%
